From PubChem
Growth percent in the NCI-60 one-dose screen (48 h, 10 µM unless noted): 100 = growth as untreated, 0 = no growth, -100 = all killed.
SK-MEL-5 = SK-MEL-5 melanoma | 6.4% of 80,000 active | AID 1794755
MALME-3M = MALME-3M melanoma; 5.8% of 78,000 active; AID 1794766
SK-MEL-2 = SK-MEL-2 melanoma. 4.7% of 77,000 active. AID 1794763
UACC-62 = UACC-62 melanoma; 5.4% of 81,000 active; AID 1794756
UACC-257 = UACC-257 melanoma; 4.4% of 78,000 active
MDA-MB-435 = MDA-MB-435 melanoma; 7.8% of 82,000 active; AID 1794794
LOX IMVI = LOX IMVI melanoma; 7.4% of 79,000 active
SK-MEL-28 = SK-MEL-28 melanoma. 4.1% of 81,000 active. AID 1794761
Numbers without * were called inactive; x = not tested or not shown; & = joins results of further samples; ! = repeats disagree; [ ] = dose if it differs, or a comment. The calls were made as follows: active = growth percent below 10; inactive = the rest. This is a random part of the collection. About 12% of those tested had a hit in this group.

Results follow in this order: LOX IMVI	SK-MEL-2	MDA-MB-435	SK-MEL-5	MALME-3M	UACC-257	SK-MEL-28	UACC-62
COc1cccc(NC(=O)Nc2ccc(Nc3ncnc4sc(C(=O)NO)c(C)c34)cc2)c1
    94.1	100.7	101.6	99.5	101.9	100.9	111.2	96.7
O=c1n(CC2CO2)c(=O)n(CC2CO2)n1CC1CO1 (configuration not stated)
    52.1	41.1	90.4	67.1	106.8	86.6	93.0	54.1
COc1cccc(-c2nc3sccn3c2-c2ccnc(NCCCNS(=O)(=O)c3cccc(F)c3)c2)c1
    23.7	7.5*	12.2	-31.2*	28.1	20.6	42.6	-32.7*
COc1ccc2c(c1)O/C(=C/c1ccc(OCC(=O)Nc3ccccc3)cc1)C2=O
    101.2	100.8	101.6	93.5	102.6	91.3	102.1	88.3
O=C(O)/C=C/C(=O)Nc1cccc2ccccc12
    95.0	103.5	104.7	99.9	89.4	x	104.3	103.8
CN(Cc1ccccc1)c1nc(Cl)c(C2CC(c3ccccc3)=Cc3[nH][nH]c(=O)c32)s1 (configuration not stated)
    92.2	99.8	87.1	98.5	92.5	96.6	96.4	86.8
Cc1cc2cc3cc(C)c(N(C)C)cc3nc2cc1N(C)C
    24.0	-31.8*	29.1	28.5	28.4	x	40.6	58.5
[C-]#[N+]c1c(-c2ccc(OC)cc2)cc(-c2ccc(N)cc2)nc1N
    96.2	92.9	115.0	95.6	106.0	137.3	122.0	107.3
COc1ccc(NC(=O)c2c(Nc3ccc(OC)cc3OC)n[nH]c2N)c(OC)c1
    100.6	102.1	95.2	79.9	107.0	114.0	96.6	68.0
C/C(=N\N=C1\SCC(=O)N1c1cccc(C)c1)c1cc2ccccc2oc1=O
    99.1	x	103.7	99.5	96.1	103.2	99.9	90.9
CCS/C(Nc1ccccc1)=C(\C#N)C(=O)N/N=C/c1ccc(Cl)cc1Cl
    34.4	28.3	-34.5*	12.4	38.1	51.9	60.5	26.6
OCCCNc1nccc(NCCCNc2ccnc3cc(Cl)ccc23)n1
    95.0	91.0	96.5	101.6	97.2	93.0	99.5	112.7
O=C1CC(C(F)(F)F)Cc2nc3ccc(F)cc3cc21 (configuration not stated)
    96.7	x	103.4	101.1	95.4	101.7	103.2	92.9
CS(=O)(=O)c1nccc(-c2c(-c3cccc(O)c3)nc3sccn23)n1
    91.5	106.9	84.6	86.0	94.7	92.9	94.0	85.9
Nc1ccc([N+](=O)[O-])c(N)c1
    108.0	104.9	101.6	105.3	116.3	99.8	93.4	94.1
N#C/C(=C\c1c[nH]c2ccccc12)C(=O)Nc1sc2c(c1C#N)CCC2
    99.6	94.6	104.2	99.1	117.4	109.8	104.8	94.8
O=C(CCc1nnc2sc(CCl)nn12)c1nc2ccccc2[nH]1
    97.9	102.0	101.4	98.0	103.3	108.6	115.2	104.6
COC(=O)c1cc(=O)nc(N/N=C/c2ccccc2O)s1
    82.3	97.9	100.3	91.6	82.5	x	101.0	94.8
O=C1c2ccccc2C(=O)c2c(N=Nc3[nH]c(=O)[nH]c3O)cccc21
    x	114.4	101.8	101.2	115.5	109.9	120.3	101.6
CO[C@H]1C[C@@H]2CC[C@@H](C)[C@@](O)(O2)C(=O)C(=O)N2CCCC[C@H]2C(=O)O[C@H]([C@H](C)C[C@@H]2CC[C@@H](OCCO)[C@H](OC)C2)CC(=O)[C@H](C)/C=C(\C)[C@@H](O)[C@H](OC)C(=O)[C@H](C)C[C@H](C)\C=C/C=C/C=C/1C
    40.3	x	56.4	63.5	36.6	61.0	44.0	40.8
C=CCSc1nc2cc3c(C)c(CC)c(=O)oc3c(C)c2o1
    91.8	96.3	104.3	101.7	105.2	107.0	107.1	95.3
C[C@H]1c2ccccc2OC(=O)C[C@@H]1c1ccccc1
    90.2	104.2	99.4	99.4	111.2	86.8	109.8	98.9
O=C1/C(=C/c2ccc(Br)cc2)Oc2ccc(O)c(-c3ccccc3)c21
    97.6	104.9	86.5	94.6	100.7	100.4	95.1	95.1
CNC1=C([N+](=O)[O-])C(c2cc(OC)c(OC)c(OC)c2)C(C#N)=C(c2ccc[nH]2)O1 (configuration not stated)
    98.1	105.9	89.3	98.0	91.4	100.3	106.2	95.2
O=C(CSc1nc2c(c(=O)[nH]1)CCCC2)Nc1ccc(C(=O)O)cc1
    95.1	101.7	110.3	102.3	93.0	95.4	136.5	104.4
CCC1([N+](=O)[O-])COC(c2ccc(Cl)cc2)OC1 (configuration not stated)
    98.4	113.8	107.2	104.4	107.4	103.9	108.7	x
O=C(CCCCCCN1CC(=O)N2[C@@H](c3ccc(Br)cc3)c3[nH]c4ccccc4c3C[C@H]2C1=O)NO
    30.2	72.6	36.0	48.3	18.9	60.9	44.3	37.4
Nc1nc(Cl)c2ncn(Cc3cc4c(cc3Br)OCO4)c2n1
    39.7	84.9	65.0	89.5	90.9	92.0	102.7	75.5
COc1cccc(NC(=O)Nc2ccc(Nc3ncnc4[nH]c(C)c(C)c34)cc2)c1
    99.7	104.2	102.1	101.7	122.1	98.3	104.0	96.6
CCOC(=O)c1nn(C2CCCCO2)c2ccc(NC(=O)CSc3nnnn3-c3ccccc3)cc12 (configuration not stated)
    94.1	102.4	108.6	88.0	105.4	102.4	108.5	82.4
CC(=O)/C=C/c1ccc(N(C)C)cc1
    101.7	113.8	103.5	100.3	104.4	107.1	102.7	108.4
COc1ccc([C@@H]2[C@H](C(=O)O)c3ccccc3C(=O)N2c2ccc(OC)cc2)cc1
    91.6	84.0	105.4	94.8	82.9	75.0	104.6	x
COc1cc2nc(N3CCCC3)nc(NCCc3ccccc3)c2cc1OC
    -74.8*	102.6	91.5	90.3	82.1	114.5	88.6	94.7
COc1ccc(C(=O)N/N=C/c2cc(OC)c(OC)cc2Br)cc1
    104.7	106.6	106.1	97.6	126.4	122.9	100.5	98.3
Cc1ccc(/C=C2\Oc3ccc(O)c(-c4ccccc4)c3C2=O)cc1
    60.2	102.9	69.5	88.9	99.9	88.5	94.4	82.7
CCOC(=O)C1=C(C(C)=O)C(c2ccc([N+](=O)[O-])cc2)C(C(C)=O)=C(C(=O)OCC)N1
    95.5	114.1	102.8	101.8	101.6	95.7	102.8	89.9
NC(=O)CC[n+]1ccc(C(=O)O)cc1
    94.2	93.5	101.3	95.7	103.3	103.5	121.3	91.1
Cc1cc(NS(=O)(=O)c2ccccc2)ccc1O
    95.2	96.7	106.0	100.9	102.6	101.5	102.0	98.3
COc1cc(/C=C/C(=O)CC(=O)/C=C/c2cc(Br)c(O)c(OC)c2)cc(Br)c1O
    94.4	x	94.9	95.3	79.4	x	108.6	90.7
CNCC(O)c1cccc(O)c1 (configuration not stated)
    99.1	100.9	106.5	102.6	105.6	103.1	95.9	101.4
Cc1cc(Nc2ccc(OCc3ccccc3)cc2)nc2cc(O)ccc12
    13.3	70.4	65.6	9.2*	43.6	43.7	59.2	71.7
COC(=O)C1=Cc2nc(C=O)cc3c4ccccc4n(c23)C1C(=O)OC (configuration not stated)
    95.6	101.2	104.0	101.5	98.7	105.2	109.1	91.3
CC[C@]12C=CCN3CC[C@@]4(c5cc(NC(=O)COc6cc(O)c7c(=O)cc(-c8ccccc8)oc7c6)c(OC)cc5N(C)[C@H]4[C@@](O)(C(=O)OC)[C@@H]1OC(C)=O)[C@@H]32
    -93.2*	-82.9*	-44.7*	-90.9*	x	-76.1*	-89.0*	-87.3*
CCOC(=O)C1=C(C)NC(=S)NC1c1cc(=O)oc2ccc(C)cc12 (configuration not stated)
    98.0	83.6	113.3	95.5	99.9	x	121.3	94.9
CCCCS(=O)(=O)NC(=S)Nc1ccccc1
    104.6	97.3	100.5	104.0	115.1	97.0	107.1	101.6
COCCNC(=O)Cc1c(-c2ccccc2)oc2cc(OC)c(OC)c(OC)c12
    98.9	107.9	108.6	101.6	109.4	99.4	109.8	106.6
Cc1nc2ccc(OCc3cn(-c4ccc(F)c(Cl)c4)nn3)cc2c(=O)n1Cc1ccccc1
    64.4	61.7	67.7	22.4	96.6	43.9	90.8	54.7
Nc1nc(Nc2ccc(OCc3cccc(F)c3)cc2)c2c(n1)[nH]c1ccc(O)cc12
    -96.0*	-63.0*	-41.0*	-78.1*	-69.5*	-31.2*	-67.4*	-75.1*
CN1c2ccccc2C(C)(C)C12CC(c1ccc(Cl)c(S(=O)(=O)N3CCCC3)c1)=NO2 (configuration not stated)
    37.2	93.4	70.2	37.4	x	74.9	85.5	57.4
COc1cc(C)cc2oc3oc(=O)c(-c4csc(-c5cc6ccccc6oc5=O)n4)cc3c(=O)c12
    94.6	124.5	105.0	99.9	105.5	115.0	108.5	99.2

(cont.)
Results follow in this order: LOX IMVI	SK-MEL-2	MDA-MB-435	SK-MEL-5	MALME-3M	UACC-257	SK-MEL-28	UACC-62
COC(=O)[C@H]1Cc2c[nH]c3cccc(c23)N(C)[C@@H](C(C)C)C(=O)N1
    92.8	96.6	104.2	103.8	100.2	97.3	104.1	94.9
Nc1cccc2c1C(=O)c1ccccc1-2
    89.4	x	111.9	105.9	x	147.3	109.1	90.4
C1=C(c2ccccc2)CC(c2ccccc2)=C1
    111.5	102.3	101.5	99.7	110.3	91.5	101.8	94.6
Clc1nc(NCCc2ccccc2)c2cn[nH]c2n1
    83.8	91.7	103.7	85.7	160.7	87.9	107.2	16.2
CCN1C(=O)N(CC)C2C1NN=c1s/c(=C\c3ccccc3Br)c(=O)n12 (configuration not stated)
    16.3	51.1	-15.7*	-17.6*	42.0	56.0	57.4	24.5
Cc1cnc2ccccc2n1
    102.0	112.1	104.4	96.5	104.4	109.6	111.0	93.6
COc1ccc2[nH]c(=O)cc(-n3nc(C)c(C#N)c3N)c2c1
    99.3	100.5	101.6	x	104.6	110.9	115.7	99.4
Nc1nc(Br)nc2c1ncn2C1CC(O)C(CO)O1 (configuration not stated)
    82.4	102.0	56.5	51.2	90.2	87.7	95.8	x
COc1ccc(OC)c(CN2CCC(N3CCCC(C)C3)CC2)c1 (configuration not stated)
    107.7	113.7	104.8	98.8	99.1	99.5	117.3	106.8
CCC1COS(=O)(=O)CS(=O)(=O)O1 (configuration not stated)
    x	114.9[100 µM]	101.0[100 µM]	98.6[100 µM]	97.5[100 µM]	95.8[100 µM]	98.5[100 µM]	94.4[100 µM]

Among those listed so far, 2 have a thiophene ring, fused or not:
Results follow in this order: LOX IMVI	SK-MEL-2	MDA-MB-435	SK-MEL-5	MALME-3M	UACC-257	SK-MEL-28	UACC-62
COc1cccc(NC(=O)Nc2ccc(Nc3ncnc4sc(C(=O)NO)c(C)c34)cc2)c1
    94.1	100.7	101.6	99.5	101.9	100.9	111.2	96.7
N#C/C(=C\c1c[nH]c2ccccc12)C(=O)Nc1sc2c(c1C#N)CCC2
    99.6	94.6	104.2	99.1	117.4	109.8	104.8	94.8

(further entries)
Results follow in this order: LOX IMVI	SK-MEL-2	MDA-MB-435	SK-MEL-5	MALME-3M	UACC-257	SK-MEL-28	UACC-62
Cn1c(=O)[nH]c(=O)c2nc(CCC(=O)Nc3ccccc3)c(=O)[nH]c21
    98.2	100.5	101.9	100.2	100.8	105.4	105.8	101.9
CCNc1nc2cc(Nc3ccnc4cc(Cl)ccc34)ccc2o1
    58.5	81.2	9.8*	48.2	91.7	83.5	80.7	70.9
C[C@H]1CC2C([C@@H](O)C[C@@]3(C)C2CC[C@]3(O)C(=O)COC(=O)CCC(=O)O)[C@@]2(C)C=CC(=O)C=C12 (some centres not stated)
    99.4	112.0	95.8	90.3	83.9	102.1	107.8	100.0
O=C(O)c1ccc(-n2cc(CNc3ccc(F)cc3)c(-c3ccc(F)c(F)c3)n2)cc1
    126.5	105.7	101.0	94.0	90.4	111.4	101.5	86.7
C#CCOc1ccc(C(Nc2ccc(OC)cc2)c2nnnn2C2CCCCC2)cc1 (configuration not stated)
    89.2	104.4	100.5	100.0	98.5	101.8	109.0	73.4
c1cc(C2CCCCC2)ccc1-c1cnc2nonc2n1
    2.1*	8.2*	-28.4*	22.6	48.8	42.6	65.5	8.7*
CN(C)CCCN1c2ccccc2Sc2ccc(Cl)cc21
    100.5&112.8&78.3	111.8&106.8&77.6	55.5&129.5&21.3	3.1*!	76.7&111.0&90.2	114.8&106.2&78.0	98.8&107.6&83.6	88.9&89.8&75.3
C=CCOC(=O)Oc1ccc(Cl)cc1Cl
    116.2	112.2	106.1	105.7	115.6	125.0	112.9	109.0
CC(C)CCNC(=O)Cn1ccc(N2CCCCC2)cc1=O
    96.6	103.7	106.7	98.5	98.7	95.0	107.2	98.4

Among those listed so far, these have bromine:
Results follow in this order: LOX IMVI	SK-MEL-2	MDA-MB-435	SK-MEL-5	MALME-3M	UACC-257	SK-MEL-28	UACC-62
O=C1/C(=C/c2ccc(Br)cc2)Oc2ccc(O)c(-c3ccccc3)c21
    97.6	104.9	86.5	94.6	100.7	100.4	95.1	95.1
O=C(CCCCCCN1CC(=O)N2[C@@H](c3ccc(Br)cc3)c3[nH]c4ccccc4c3C[C@H]2C1=O)NO
    30.2	72.6	36.0	48.3	18.9	60.9	44.3	37.4
Nc1nc(Cl)c2ncn(Cc3cc4c(cc3Br)OCO4)c2n1
    39.7	84.9	65.0	89.5	90.9	92.0	102.7	75.5
COc1ccc(C(=O)N/N=C/c2cc(OC)c(OC)cc2Br)cc1
    104.7	106.6	106.1	97.6	126.4	122.9	100.5	98.3
COc1cc(/C=C/C(=O)CC(=O)/C=C/c2cc(Br)c(O)c(OC)c2)cc(Br)c1O
    94.4	x	94.9	95.3	79.4	x	108.6	90.7
CCN1C(=O)N(CC)C2C1NN=c1s/c(=C\c3ccccc3Br)c(=O)n12 (configuration not stated)
    16.3	51.1	-15.7*	-17.6*	42.0	56.0	57.4	24.5
Nc1nc(Br)nc2c1ncn2C1CC(O)C(CO)O1 (configuration not stated)
    82.4	102.0	56.5	51.2	90.2	87.7	95.8	x
